High-throughput results from PubChem BioAssay.
KDM5B inh: inhibitors of human KDM5B histone demethylase; Q9UGL1; KDM5B demethylase, FDH-coupled NADH fluorescence (FDH is formaldehyde dehydrogenase); Potency, µM (series often up to 57.7 µM), for inactives: at the highest dose activity change, negative = inhibition, actives largely listed as inhibitors; hit rate 2.6% among 220,000; active = well fitted inhibition curve with a large enough effect; inconclusive = small, poorly fitted or top-dose-only effect; inactive = no such curve, though single readings can be large or run the other way; note: 0% is about no effect; nearly all actives have a fitted effect of over 70% in size
Target sequence (Q9UGL1 whole entry, looked up): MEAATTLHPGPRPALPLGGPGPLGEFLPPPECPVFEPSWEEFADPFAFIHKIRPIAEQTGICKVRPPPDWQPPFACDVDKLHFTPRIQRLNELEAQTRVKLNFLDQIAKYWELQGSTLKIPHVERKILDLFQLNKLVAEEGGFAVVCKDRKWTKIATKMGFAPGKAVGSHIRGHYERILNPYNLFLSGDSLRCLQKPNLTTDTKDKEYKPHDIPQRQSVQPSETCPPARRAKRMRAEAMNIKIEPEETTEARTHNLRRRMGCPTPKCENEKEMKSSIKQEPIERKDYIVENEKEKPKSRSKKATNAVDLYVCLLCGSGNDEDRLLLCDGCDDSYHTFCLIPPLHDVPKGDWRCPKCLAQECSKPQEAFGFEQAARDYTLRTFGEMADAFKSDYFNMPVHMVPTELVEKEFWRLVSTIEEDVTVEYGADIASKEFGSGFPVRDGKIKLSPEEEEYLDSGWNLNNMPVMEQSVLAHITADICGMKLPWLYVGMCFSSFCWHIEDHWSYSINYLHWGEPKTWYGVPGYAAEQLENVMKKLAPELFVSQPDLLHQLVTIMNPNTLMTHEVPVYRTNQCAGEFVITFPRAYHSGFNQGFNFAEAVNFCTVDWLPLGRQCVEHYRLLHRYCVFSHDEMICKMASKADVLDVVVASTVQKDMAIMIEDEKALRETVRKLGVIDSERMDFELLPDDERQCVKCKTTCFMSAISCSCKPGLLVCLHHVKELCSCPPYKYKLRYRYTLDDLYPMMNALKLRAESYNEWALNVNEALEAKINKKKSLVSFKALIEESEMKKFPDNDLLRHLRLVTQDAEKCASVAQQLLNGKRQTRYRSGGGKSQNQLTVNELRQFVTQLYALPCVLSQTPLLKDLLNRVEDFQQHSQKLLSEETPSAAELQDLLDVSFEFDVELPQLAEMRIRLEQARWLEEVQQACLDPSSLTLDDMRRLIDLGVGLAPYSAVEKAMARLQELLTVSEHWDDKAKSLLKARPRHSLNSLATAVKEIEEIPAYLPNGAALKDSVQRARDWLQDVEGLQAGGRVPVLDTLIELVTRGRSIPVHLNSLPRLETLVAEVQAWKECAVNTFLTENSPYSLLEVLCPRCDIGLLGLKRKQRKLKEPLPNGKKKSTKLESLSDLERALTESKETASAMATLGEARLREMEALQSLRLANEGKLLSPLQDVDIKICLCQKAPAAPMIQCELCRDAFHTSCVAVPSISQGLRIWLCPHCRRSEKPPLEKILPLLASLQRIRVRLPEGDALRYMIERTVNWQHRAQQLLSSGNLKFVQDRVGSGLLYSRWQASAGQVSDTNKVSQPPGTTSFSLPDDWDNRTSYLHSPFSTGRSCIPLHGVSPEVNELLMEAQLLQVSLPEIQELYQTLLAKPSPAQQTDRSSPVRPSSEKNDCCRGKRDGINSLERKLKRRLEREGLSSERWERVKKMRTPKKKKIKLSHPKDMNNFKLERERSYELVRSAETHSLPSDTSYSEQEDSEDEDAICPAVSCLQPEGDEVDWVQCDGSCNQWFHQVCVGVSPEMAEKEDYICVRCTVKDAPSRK
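qHTS format, multiple compound concentrations. Buffer 50 mM HEPES pH 7.5/0.01% Tween-20; 200 nM KDM5BΔAP final; 10 min compound preincubation; substrate-mix levels 12.5 µM peptide, 25 µM α-KG, 0.25 mM NAD⁺; 30 min RT; ΔRFU.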
An asterisk follows results filed as active; ? = inconclusive; [ ] = another dose, or the depositor's remark. Potency is the fitted concentration of half-maximal effect.

Cc1ccc(-c2nc(C3CC(=O)N(C4CCCCC4)C3)no2)cc1 (centres undefined)
  KDM5B inh: 7.6%

CCOc1ccccc1CNC(=O)c1ccc2c(c1)nc1n2CCC(C)C1 (centres undefined)
  KDM5B inh: -23.2%

N#Cc1ccc(C(=O)/C=C/c2ccc3c(c2)OCCO3)cc1
  KDM5B inh: -2.0%

Cn1cc(CN2CCOc3cc([S+](=O)([O-])Nc4nncs4)ccc3C2)cn1
  KDM5B inh: -11.9%[86.2 µM]

CC(=O)c1c(C)[nH]c(C(=O)Nc2ccc(C)c(S(=O)(=O)N(C)C)c2)c1C
  KDM5B inh: 11.1%

O=c1c(Cl)c(N2CCN(Cc3nc(-c4ccsc4)no3)CC2)cnn1-c1ccccc1
  KDM5B inh: -0.3%

CCC(=O)N(C1CCOCC1)C1CCN(Cc2ccc(C)o2)CC1
  KDM5B inh: -35.0%

CC(C)(C)CC(=O)N1CCN2C(=O)c3cc(Br)ccc3NC(=O)[C@H]2C1
  KDM5B inh: -18.7%[86.2 µM]

Cc1ccc2c(c1)-c1c(cnn1CC(=O)N1CCN(c3cc(C)ccc3C)CC1)CO2
  KDM5B inh: 10.4%

CN(C)c1ccc(C(CNS(=O)(=O)c2ccc(F)cc2)N2CCc3ccccc32)cc1 (centres undefined)
  KDM5B inh: ?

COc1ccc(-c2ccc3nnc(SCC(N)=O)n3n2)cc1
  KDM5B inh: ?

Cc1n[nH]c(C)c1CNC(=O)CN1CC2CC(C1)[C@H]1CCCC(=O)N1C2 (some centres undefined)
  KDM5B inh: 4.7%

Cc1nc([C@@H]2CN(C(=O)CN3CCCCCC3)C[C@H]2C(N)=O)n[nH]1
  KDM5B inh: -23.8%

O=C(Nc1cccc(C(F)(F)F)c1)N1CCCC1c1nncn1C1CCCC1 (centres undefined)
  KDM5B inh: -16.6%

COc1cc2c(cc1OC)C(COc1ccc(F)cc1)N(C(=O)C(C)C)CC2 (centres undefined)
  KDM5B inh: 3.0%

O=C(O)C[C@@H]1CCN(C(=O)c2ccnc(Cl)c2)C[C@@H]1CCN1CCN(c2cccc(C(F)(F)F)c2)CC1
  KDM5B inh: 2.6%

O=C(NCc1cc(-c2ccco2)on1)[C@H]1CNC[C@@H](C(=O)N2CCOCC2)C1
  KDM5B inh: -0.8%

O=C(CSc1nnc2c(n1)[nH]c1ccc(F)cc12)NC1CC1
  KDM5B inh: 1.0%

COc1cccc(C(=O)OCc2ccc(C#N)cc2)c1OC
  KDM5B inh: 5.2%

Cc1c(Cl)cccc1N=Cc1ccc(C=Nc2cccc(Cl)c2C)cc1
  KDM5B inh: ?

COCc1nnc2n1CCC(NC(=O)c1cc(C3CC3)[nH]n1)CC2 (centres undefined)
  KDM5B inh: 5.1%

C=C(C)C[C@H]1CC=C[C@H](CC(=C)C)[N+]1(C)C
  KDM5B inh: 10.1%

O=C(O)/C=C/c1ccc(Cl)cc1Cl
  KDM5B inh: 7.9%

CC1(C)CC(NC(=O)CCn2ccc3ccccc32)CC(C)(C)N1
  KDM5B inh: 8.7%

COc1ccc(CCNC(=O)C(=O)NCC2OCCCN2S(=O)(=O)c2cc(C)ccc2C)cc1 (centres undefined)
  KDM5B inh: 1.9%

O=C(c1ccc2c(c1)OCO2)N1CCCC2(CC(c3ccccc3)=NO2)C1 (centres undefined)
  KDM5B inh: 20.9%[115 µM]

COc1ccc(C(=O)N2CCC(c3ncc(C)n3C(C)C)C2)cc1 (centres undefined)
  KDM5B inh: 21.0%

CCOc1ccc(NC(=O)C2(C)CCCCC(=O)N2)cc1 (centres undefined)
  KDM5B inh: -14.2%

O=C(CCc1c[nH]c2ccccc12)NC12CC3CC(CC(C3)C1)C2
  KDM5B inh: 34.3%

COCc1cn2c(=O)n(C)cc(-c3cccc(F)c3)c2n1
  KDM5B inh: -9.4%[115 µM]

O=C1CN(C(=O)CCC(=O)N2CCCC(Cc3nncn3Cc3ccccc3)C2)c2ccccc2N1 (centres undefined)
  KDM5B inh: -3.2%

COc1ccc(S(=O)(=O)N2CC(c3noc(-c4cccnc4)n3)C2)cc1Cl
  KDM5B inh: 6.5%

Cc1cccc(CCNC(=O)c2cc3c(=O)[nH]c4ccc(C)cc4c3s2)c1
  KDM5B inh: -22.8%

O=C1CCCN1C1CCN([S+](=O)([O-])c2cccs2)CC1
  KDM5B inh: -8.5%[86.2 µM]

CCOc1cccc2c1Oc1nc(-c3cccc(OC(C)C)c3)[nH]c(=O)c1C2
  KDM5B inh: 202.3%[activator]

Cc1cn2nnc(C(=O)N3CCC(C(=O)NCc4ccccc4Cl)CC3)c2c(=O)[nH]1
  KDM5B inh: 17.5%

COc1cc(/C=C/c2ccc3ccccc3n2)cc(OC)c1O
  KDM5B inh: ?

Cc1cc(OCC(=O)N2CCCCC2CCN2CCCCC2)cc(C)c1Cl (centres undefined)
  KDM5B inh: 14.3%

COc1ccc2c(COC(=O)c3ccc4ccccc4c3O)cc(=O)oc2c1
  KDM5B inh: -18.9%

O=C(CCc1ccncc1)Nc1ccccc1
  KDM5B inh: 28.1%

A draw from above in order of length of the SMILES, descending:
CN(C)c1ccc(C(CNS(=O)(=O)c2ccc(F)cc2)N2CCc3ccccc32)cc1 (centres undefined)
  KDM5B inh: ?

COc1cccc(C(=O)OCc2ccc(C#N)cc2)c1OC
  KDM5B inh: 5.2%

O=C(O)/C=C/c1ccc(Cl)cc1Cl
  KDM5B inh: 7.9%

The results go on.
Cc1nc2nc(CNC(=O)c3cccc(F)c3)nn2c(C)c1CCC(=O)Nc1cccc(Cl)c1
  KDM5B inh: -0.7%

CS(=O)(=O)N(C1CC1)C1CCOC2(CCN(C(=O)Cc3cccc(F)c3)CC2)C1 (centres undefined)
  KDM5B inh: 28.2%

CC1CCC(=NO)CC1 (centres undefined)
  KDM5B inh: 22.1%

CC(C)NC(=O)CC[C@@H]1CNC(=O)[C@@H]2C[C@H](NC(=S)NCc3ccco3)CN12
  KDM5B inh: ?

CCOC(=O)c1cccc(NC(=O)C2CCCN(S(=O)(=O)c3cc(Br)cc4c3N(C(=O)CC)CC4)C2)c1 (centres undefined)
  KDM5B inh: -7.4%

COc1ccc(C2C(C(C)=O)=C(O)C(=O)N2c2cccc(OC)c2)cc1 (centres undefined)
  KDM5B inh: -20.3%

CC(C)Oc1ccc(C(=O)NC2CCN(c3cnn(CC4CC4)c(=O)c3)CC2)cc1
  KDM5B inh: -19.9%

COc1ccccc1OCC(=O)N(Cc1cccs1)C1CCS(=O)(=O)C1 (centres undefined)
  KDM5B inh: -26.2%

Cc1ccc(C(=O)N2CCCC3(CN[S+](=O)([O-])c4ccccc4N3)C2)cc1 (centres undefined)
  KDM5B inh: -12.9%

COCC(=O)N1CCC(Oc2cnc3c(ccn3-c3cncnc3)c2)CC1
  KDM5B inh: 3.9%[86.2 µM]

O=C1CCSc2c1cccc2C(=O)NCc1ccccc1Cl
  KDM5B inh: 9.2%

O=C(CN1CCOCC1)N1N=C(c2cc3ccccc3o2)CC1c1ccco1 (centres undefined)
  KDM5B inh: -24.1%

COc1cccc(/C=C(\C#N)c2nc3ccc(C)cc3[nH]2)c1
  KDM5B inh: ?

Cc1cc(C)c(C(=O)Nc2ccccc2)c(SCC(=O)Nc2ccc(Br)cc2C)n1
  KDM5B inh: 1.3%

CCNC(=O)C1C(c2cccc(NC(=O)c3ccccc3)c2)OC(=O)N1Cc1ccc(F)cc1 (centres undefined)
  KDM5B inh: -9.8%

CC(C)(C)NC(=O)CSc1nc(-c2ccco2)nc2ccccc12
  KDM5B inh: ?

O=C(C1CC(=O)N(c2n[nH]c3ccccc23)C1)N1CCc2c([nH]c3ccccc23)C1 (centres undefined)
  KDM5B inh: ?

O=C(Nc1ccccc1O)c1cc(-c2ccncc2)nc2ccccc12
  KDM5B inh: -3.0%

CC(C)(C)NC(=O)c1ccc(COc2ccc(Cl)cc2Cl)o1
  KDM5B inh: -13.4%

O=C(CCc1ccccc1)N1CCC2(CC1)N=C(c1ccc(Cl)cc1)NO2
  KDM5B inh: -18.5%

CCOc1ccc(-c2nnc3n2CCCC3)cc1OCC
  KDM5B inh: -15.9%

O=C(c1cccnc1)N1CCN2C(=O)N(C3CCOCC3)C[C@H]2C1
  KDM5B inh: 5.6%[86.2 µM]

COCc1nc(C2CCCN(C(=O)Cc3ccccc3C)C2)no1 (centres undefined)
  KDM5B inh: -16.3%

CCOC(=O)C1CCN(C(=O)CSc2nc(N)cc(=O)[nH]2)CC1
  KDM5B inh: 32.0%

COc1ccc(C2Cn3cnc(C(=O)N4CCC(C(=O)NCc5cccnc5)CC4)c3CO2)cc1 (centres undefined)
  KDM5B inh: -9.9%

COc1ccc2c(c1)C(=O)/C(=C/c1ccc(Br)cc1)CC2
  KDM5B inh: 12.3%

O=C(O)CCC(=O)N1CCN(c2nc(-c3ccccc3)c3cc(Br)ccc3n2)CC1
  KDM5B inh: -0.5%

CCOc1ccc(NC(=O)Cn2c(C)ccc(NC(=O)Nc3cccc(C)c3)c2=O)cc1
  KDM5B inh: ?

CNC(=O)[C@@H]1CN(S(=O)(=O)c2cccc(C#N)c2)C[C@H]1COC
  KDM5B inh: 16.7%

O=C([C@H]1C[C@@H](F)CN1S(=O)(=O)c1ccc(Cl)cc1)N1CCOCC1
  KDM5B inh: 15.9%

Continued.
Compound | KDM5B inh
COc1cc(OC)cc(C(=O)Nc2ccc3nc4n(c(=O)c3c2)CCCCC4)c1 | 8.4%
Cc1ccc(NC(=O)CN(C)c2nc(CN3CCOCC3)nc3sc(C)c(C)c23)cc1 | 0.3%
Cc1ccc(NC(=S)N(CCN(C)C)C(C)c2ccco2)cc1Cl (centres undefined) | -13.4%
COc1cc(C2SCCS2)ccc1OC(=O)c1cc(OC)c(OC)c(OC)c1 | -17.5%
C/C(=N/NC(=S)NC1CCCCC1)c1ccc(C(C)(C)C)cc1 | 26.2%
O=C(c1ccc(F)cc1)N1CC(c2nnc(-c3ccncc3)o2)C2(CCOCC2)C1 (centres undefined) | -8.9%
Cc1cn2nc(C(=O)NCc3ccccc3F)cc2c(=O)[nH]1 | ?
CCCOC(=O)c1ccc(Oc2c(C)oc3cc(OC(=O)C(C)C)ccc3c2=O)cc1 | ?
C=C(C)CN(CC)C(=O)/C=C/c1csc(C)n1 | 30.9%
Cc1cc(C(=O)CSc2nc(N)cc(=O)[nH]2)ccc1F | -13.3%
O=S(=O)(c1cccc2nsnc12)N(Cc1ccncc1)C1CC1 | -17.3%
Cc1cc2n(n1)CCCN2C(=O)Nc1ccc(F)c(Cl)c1 | -4.6%
C=CCNC(=O)CCc1c(C)nn(-c2ccc(F)cc2)c1Oc1ccc(F)cc1F | 7.8%
CCCNC(=O)c1ccc2c(c1)CC(=O)N2Cc1cccc(F)c1 | -12.4%
O=C(/C=C/NC1CCN(Cc2ccccc2)CC1)C(F)(F)F | 10.7%
O=C(COc1ccccc1F)Nc1cccc2cccnc12 | -3.2%
COc1ccc(C(=O)NNC(=O)CC2Sc3ccccc3NC2=O)cc1 (centres undefined) | 26.3%
Cc1ccc(NC(=O)c2ccc3nc(Cc4ccccc4)oc3c2)cc1F | -27.5%
COc1cc(CCNC(=O)c2cc(=O)c3ccccc3o2)ccc1OC(F)F | -5.6%
COCCN1C[C@H]2CN(Cc3nccs3)CCN2C1=O | ?
O=C(c1ccccc1)N(Cc1ccco1)C1CC1 | 20.9%
O=C(C1CC=CCC1)N1CCC(C2CCNC2)CC1 (centres undefined) | 0.7%
COc1ccc(-c2cc(NC(=O)c3cccc(S(=O)(=O)NCC4CCCO4)c3)ccc2OC)cc1 (centres undefined) | -9.6%
COc1ccc(CCC(=O)N2CCC[C@H]2c2nc(-c3ccc(C)cc3)no2)cc1 | 7.7%
Cc1ccc2[nH]c(C)c(CC(=O)NC(C)c3ccc(C)o3)c2c1 (centres undefined) | 2.0%
O=C(Nc1ccc(S(=O)(=O)Nc2cnc3ccccc3n2)cc1)c1ccccc1 | -22.6%
CC(C)(C)c1ccc(C(=O)N(C2CCCCC2)C2CCCCC2)cc1 | 7.1%
COc1cc(OC)c(NC(=O)Cn2c(C)cc3nc4n(c(=O)c32)CCCC4)cc1Cl | -11.2%
Cc1nc(-c2cn(C3CCCN(C(=O)c4cc(F)ccc4F)C3)nn2)no1 (centres undefined) | 18.6%
Cc1noc(C)c1COc1cccc(C(=O)Nc2ccc(S(=O)(=O)NCc3ccco3)cc2)c1 | ?
CSc1nnc(NC(=O)Cc2coc3cc(C)ccc23)s1 | 3.6%
CCN1c2ccccc2-c2nc(SCC(=O)Nc3cccc(C)c3C)ncc2S1(=O)=O | ?
CCc1ccc(S(=O)(=O)N2CCN(C3CCN(Cc4cccnc4)C3=O)CC2)cc1 (centres undefined) | 7.0%
CC(C)(C)NC(=O)C1CCCN(S(=O)(=O)c2ccc(-n3cnnn3)cc2)C1 (centres undefined) | 13.8%
CN(Cc1ccc(-c2ccccc2)cc1)C(=O)c1ccccc1F | -7.3%[86.2 µM]
Cc1ccccc1OCc1nnc(SCC(=O)NC2CCCCC2)n1C | 16.3%
COC(=O)c1ccc(OC)cc1OCc1ccccc1C#N | 26.2%
CCC1CCc2nc(N)c(C#N)c(-c3ccccc3Cl)c2C1 (centres undefined) | ?
COCCn1c(=O)c2c(nc(-n3nc(C)c(C)c3C)n2CCOC)n(C)c1=O | 21.7%
O=C(NC1CCCC1)c1ccc(-c2ccc(N3CCCCC3)nc2)cc1 | 11.2µM*

Laid out differently: 6 of the compounds above
KDM5B inh,molecule
-17.5%,COc1cc(C2SCCS2)ccc1OC(=O)c1cc(OC)c(OC)c(OC)c1
26.2%,C/C(=N/NC(=S)NC1CCCCC1)c1ccc(C(C)(C)C)cc1
-8.9%,O=C(c1ccc(F)cc1)N1CC(c2nnc(-c3ccncc3)o2)C2(CCOCC2)C1 (centres undefined)
?,Cc1cn2nc(C(=O)NCc3ccccc3F)cc2c(=O)[nH]1
?,CCCOC(=O)c1ccc(Oc2c(C)oc3cc(OC(=O)C(C)C)ccc3c2=O)cc1
30.9%,C=C(C)CN(CC)C(=O)/C=C/c1csc(C)n1

This is a subset. The share of hits here may be higher or lower than overall.
